High-throughput results: PubChem BioAssay, several laboratories
NALP1 yeast inh: blocks the NALP1 inflammasome reconstituted in yeast; S. cerevisiae NALP1/ASC/caspase-1 growth, X-gal OD620, 72 h; inhibition, % at 10 µM; actives 0.61% (n = 280,000); in the data active = inhibition mostly above about 24%, no sharp cut-off; inactive = mostly below about 32%; note: some compounds called inactive have numbers as strong as hits
OXTR potentiate: potentiators of human oxytocin receptor | P30559 | CHO-OTR cells, Fluo-8 calcium fluorescence, potentiator mode; 0% = oxytocin EC15, 100% = EC100 | activation, % at 3 µM | actives 0.061% (n = 320,000) | AID 2445;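 active = activation above that plate's cutoff, the mean activation of tested compounds plus 3 SD, cut at about 6.6% in these data, passing the limit was not always enough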;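 note: 100% uses oxytocin at 75 nM as the full agonist control; some results filed as inactive read as strong as hits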
Target sequence (P30559 whole entry, looked up): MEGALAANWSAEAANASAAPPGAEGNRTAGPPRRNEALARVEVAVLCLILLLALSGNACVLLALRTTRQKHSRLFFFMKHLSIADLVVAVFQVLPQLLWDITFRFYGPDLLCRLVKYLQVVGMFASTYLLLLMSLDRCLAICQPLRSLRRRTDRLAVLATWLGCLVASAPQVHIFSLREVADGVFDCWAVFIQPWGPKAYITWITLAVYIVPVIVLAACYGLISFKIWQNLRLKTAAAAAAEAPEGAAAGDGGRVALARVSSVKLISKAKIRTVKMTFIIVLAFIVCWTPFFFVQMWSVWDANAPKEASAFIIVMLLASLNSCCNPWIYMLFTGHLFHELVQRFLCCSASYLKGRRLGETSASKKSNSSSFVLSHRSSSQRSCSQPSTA
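Dosing: Single dose, 3.0 µM nominal final compound concentration | Material: Human OTR in CHO cells | Technique: Kinetic Fluo-8 calcium fluorescence | Benchmarks: EC15 oxytocin alone as 0%, 75 nM oxytocin as 100% | Probe or stimulus: Oxytocin at about EC15, sub-maximal agonist stimulus | Incubation: Compound 6 min at room temperature before oxytocin, 100 s read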
MEKK2 mut-MEK5: signal of MEK5 binding to mutant human MEKK2 PB1 domain; bead flow cytometry, Alexa488-MEK5 binding to MEKK2 mutant; percent response, % at 10 µM; actives 0.35% (n = 290,000); AID 1530; in the data active = percent response above about 24%, passing the limit was not always enough; note: inactives centre near 1; some results filed as inactive read as strong as hits
OXTR agonist: agonists of human oxytocin receptor; CHO-OTR cells, Fluo-8 calcium fluorescence; normalized: DMSO 0%, oxytocin 100%; activation, % at 3 µM; actives 0.32% (n = 320,000);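 active = activation above the mean of all tested compounds plus 3 SD, cutoff set per screening run, cut at about 20% in these data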;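 note: peak over basal fluorescence ratio from a 100 s FLIPR kinetic read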
GPR7 antag: antagonists of human GPR7 (neuropeptides B/W receptor 1); P48145; actives 1.1% (n = 290,000); GPR7-expressing cells, fluorescence antagonist assay; AID 1861; inhibition, % at 4.4 µM; in the data active = inhibition above about 16%, passing the limit was not always enough;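 note: cells stimulated with the agonist NPW; 0% = agonist with vehicle and 100% = vehicle without agonist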
Target sequence (P48145 whole entry, looked up): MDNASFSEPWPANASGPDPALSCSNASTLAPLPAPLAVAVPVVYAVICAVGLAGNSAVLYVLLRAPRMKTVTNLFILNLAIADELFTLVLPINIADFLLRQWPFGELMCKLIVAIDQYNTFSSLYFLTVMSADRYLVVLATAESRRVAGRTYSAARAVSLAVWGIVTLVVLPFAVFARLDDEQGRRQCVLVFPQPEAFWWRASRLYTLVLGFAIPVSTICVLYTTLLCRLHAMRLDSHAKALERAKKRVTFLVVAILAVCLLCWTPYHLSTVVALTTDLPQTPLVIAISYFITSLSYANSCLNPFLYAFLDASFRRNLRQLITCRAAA
GalR3 antag: antagonists of human GalR3 | O60755 | actives 0.44% (n = 360,000) | AID 651719 | HEK293 GalR3-CNG cAMP membrane potential fluorescence; galR3 body fused to GalR1 C-terminus | inhibition, % at 3 µM;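 active = inhibition above the screen-wide average plus 3 SD, cut at about 13% in these data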;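 note: forskolin and galanin both at EC90 stimulate the cells; cAMP rise reported by CNG channel membrane potential dye signal; 0% = forskolin plus galanin with DMSO and 100% = forskolin alone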
Target sequence (O60755 1-299 limits assumed): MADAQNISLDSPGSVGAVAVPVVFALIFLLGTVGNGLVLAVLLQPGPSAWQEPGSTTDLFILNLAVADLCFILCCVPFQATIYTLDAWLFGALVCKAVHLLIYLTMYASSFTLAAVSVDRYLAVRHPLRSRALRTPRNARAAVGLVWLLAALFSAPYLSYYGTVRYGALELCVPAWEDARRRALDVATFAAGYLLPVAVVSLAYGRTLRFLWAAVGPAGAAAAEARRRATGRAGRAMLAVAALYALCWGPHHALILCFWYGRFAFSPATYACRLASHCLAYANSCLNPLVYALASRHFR
PfM18AAP inh: blocks P. falciparum M18 aspartyl aminopeptidase; recombinant PfM18AAP, H-Glu-NHMec fluorogenic cleavage; inhibition, % at 7.35 µM; actives 1.2% (n = 290,000); AID 1822;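 active = inhibition above the campaign mean inhibition over all tested compounds plus 3 SD, cut at about 28% in these data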;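 note: 0% = plate median of test compound wells and 100% = 2 mM ZnCl2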
V1aR counter: activates human V1a receptor in oxytocin agonist counter-screen; AID 2797; P37288; CHO-V1R cells, Fluo-8 calcium fluorescence, agonist mode; 0% DMSO, 100% 3 nM vasopressin; actives 0.25% (n = 320,000); activation, % at 3 µM;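 active = activation above the mean activation of all tested compounds plus 3 SD, per screening run, cut at about 20% in these data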;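 note: signal is peak over basal fluorescence ratio across a 100 second FLIPR read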
MEKK2wt PB1 HTS: raises or lowers MEK5 binding to wildtype human MEKK2 PB1 domain; actives 1.1% (n = 290,000); Q9Y2U5; binding response (% of control), % at 10 µM; bead flow cytometry, Alexa488-MEK5 binding to MEKK2 WT; actives lie on both sides; in the data active = binding response below about 67% or above about 130%
An asterisk follows results filed as active; nt = not tested or not shown. The order is random; any-hit rate near 4.1%.

canonical_smiles	NALP1 yeast inh	OXTR potentiate	MEKK2 mut-MEK5	OXTR agonist	GPR7 antag	GalR3 antag	PfM18AAP inh	V1aR counter	MEKK2wt PB1 HTS
O=C(c1cc(Cl)nc2ccccc12)N(Cc1nnc(-c2ccccc2Cl)o1)C1CC1	15	-1	-3	1.7	-15	-4	-9	4.0	93
O=C(C1=C[C@H](c2ccccc2)C[C@H](OCCCCO)O1)N1CCN(Cc2ccccc2)CC1	-15	1	2	1.7	-11	9	6	-0.6	103
CCOC(=O)[C@H]1[C@H]2COc3cc(OC)ccc3[C@@H]2N2C(=O)N(c3ccc(Br)cc3)C(=O)[C@@]12C	20	-11	-6	-1.4	6	nt	8	0.1	94
O=C(NN1C(=O)c2ccccc2NC1c1ccc([N+](=O)[O-])o1)c1ccccc1 (stereo unspecified)	7	-19	6	-1.0	-10	-3	7	2.1	102
O=C(CSc1ccccn1)Nc1nonc1[N+](=O)[O-]	-2	-5	-1	0.8	17	-4	24	1.9	97
N#C/C(=C(/O)CN1CCN(c2ccccc2F)CC1)c1nc(-c2ccc(Cl)cc2)cs1	-7	-4	2	-1.0	-5	-3	4	1.7	99
CC1CCCN(CC(=O)Nc2ccc(S(=O)(=O)NC3CCCCC3)cc2)C1 (stereo unspecified)	15	-10	-2	7.0	8	-3	-3	6.1	101
CCN(CC)S(=O)(=O)c1ccc(C(=O)Nc2nnc(COC)o2)cc1	-31	-10	-2	0.0	-10	-4	-5	-0.5	98
Cc1ccc(C2c3c(oc4ccccc4c3=O)C(=O)N2CCCN2CCOCC2)o1 (stereo unspecified)	-6	-7	-3	-0.8	2	-6	9	-0.8	95
Cc1cc(=O)oc2cc(NC(=O)Cc3ccccc3)ccc12	-5	-8	5	0.6	6	0	-6	-0.3	100
Cc1ccncc1C(N)=O	10	0	5	1.5	-12	3	5	1.0	102
Cc1ccc(C(=O)CC(C(=O)O)n2cncn2)cc1 (stereo unspecified)	-2	nt	-3	nt	5	-8	26	nt	102
Cc1cccnc1Nc1nc(-c2ccccn2)cs1	12	-11	3	-2.2	-3	-7	-4	-1.1	104
Cc1ccc(NC(=O)c2ccc(Cl)c(S(=O)(=O)N3CCCCC3)c2)nc1	nt	-6	nt	3.3	nt	-6	nt	4.8	nt
COc1ccccc1OCCNC(=O)C1CC(=O)N(c2cccc(SC)c2)C1 (stereo unspecified)	nt	7	nt	-1.2	nt	0	nt	-1.9	nt
O=C(CCCc1c[nH]c2ccccc12)N1CCN(c2ccc(N3CCOCC3)nn2)CC1	-37	-1	7	2.1	3	1	-7	2.3	113
COc1cccc(NC(=O)c2oc3ccccc3c2NC(C)=O)c1	18	-2	1	-2.0	-6	nt	-20	-1.3	101
O=C1c2ccccc2NC(c2ccc(O)c(O)c2)N1c1ccccc1Cl (stereo unspecified)	nt	-12	0	-0.5	0	-8	57*	-0.3	99
O/N=C/c1ccccc1Oc1ccccc1	33	-1	-4	-1.9	-7	-2	-4	0.2	104
CC/C(O)=N\S(=O)(=O)c1ccc(N=NN(C)C)cc1	5	-14	3	0.5	-8	-1	-12	-0.2	104
CN(C)c1nc2c(c(=O)[nH]c(=O)n2C)n1Cc1ccccc1Br	-4	-1	1	1.6	7	7	-4	1.1	101
COc1ccc(C)c2sc(=NC(=O)c3ccccc3)n(C)c12	43	-5	nt	-0.3	-8	nt	0	0.0	nt
O=C(NC(=S)Nc1ccccc1Br)C1CCC1	10	-7	8	-1.3	-13	-2	7	-0.7	105
Cc1ccc(NC(=O)C/C(N)=N/OC(=O)Nc2ccc(C)c(Cl)c2)cc1	nt	-3	nt	1.4	nt	-2	nt	1.0	nt
O=P(O)(CN1CCCCCC1)CN1CCCCCC1	2	nt	4	nt	3	nt	4	nt	97
COc1ccc(CCNC(=S)NC(=O)c2ccccc2)cc1OC	-4	-2	4	-2.7	-11	-4	15	-0.7	102
COc1ccc(CCC(=O)Nc2cccc(Cl)c2)cc1	38	-7	0	-1.4	4	-10	1	3.1	107
C/C(=N\N=C1/NC(=O)C(C)S1)c1ccc([N+](=O)[O-])cc1 (stereo unspecified)	22	-5	0	-1.3	-7	-1	5	-0.1	113
Cc1ccc(C(c2sc3ncnn3c2O)N2CC(C)CC(C)C2)cc1 (stereo unspecified)	24	-5	5	-1.3	-7	nt	30*	-1.1	102
CC(=O)C1=C(O)C(=O)N(c2cccc(Br)c2)C1c1ccc(Br)cc1 (stereo unspecified)	15	-3	3	1.6	-16	-11	-2	2.7	106
O=C(c1cccc(S(=O)(=O)N2CCOCC2)c1)N1CCCCCC1	2	-1	2	0.9	-4	-4	2	0.1	102
O=C(c1ccc2c3c(cccc13)CC2)C1CCCN(C(=O)c2cc[n+]([O-])cc2)C1 (stereo unspecified)	-2	-16	-4	-0.8	-4	-2	3	0.5	96
Cc1nc2ccc(NC(=O)COc3ccccc3)cc2s1	3	nt	-7	nt	-3	0	5	nt	95
CC(C)(C)c1ccc(-c2nnc3sc(-c4ccccn4)nn23)cc1	-7	-9	3	-1.1	7	3	10	0.4	99
Cc1cc(C)nc(Nc2ccc(C(=O)O)cc2)n1	0	7	0	0.4	-5	-6	-5	0.1	102
Cc1cc(Cl)c2oc(C(=O)N(C)Cc3ccon3)c(C)c2c1	42*	-21	-4	-2.2	-2	-1	-2	-1.2	102
CC1CCCC(NC(=O)CN2C(=O)NC(C)(c3cc(F)ccc3F)C2=O)C1C (stereo unspecified)	nt	-10	nt	-1.7	nt	-4	nt	0.7	nt
C[C@@H](C(=O)NCCc1ccccc1F)N1C(=O)N2CCc3c([nH]c4ccccc34)[C@@]2(C)C1=O	17	-6	2	4.7	25*	-8	2	1.5	98
CC(C)Cn1c(-c2ccccc2)nc(=S)c2c1CCCC2	-2	-5	2	-0.3	0	-2	1	3.0	102
CC(=O)c1sc(-c2ccc(Cl)cc2)cc1N	21	-1	5	-3.2	-25	-6	-2	-0.5	102
Cc1ccc(NC(=O)C(c2ccccc2)N2CCN(C(=O)c3ccco3)CC2)cc1Cl (stereo unspecified)	nt	-5	nt	-0.3	nt	2	nt	0.0	nt
S=C(Nc1ccccc1)N1CCOCCOCCN(C(=S)Nc2ccccc2)CCOCCOCC1	7	-8	-17	-1.7	-7	0	-9	-0.4	84
CC(C)CC(NC(=O)c1cccs1)c1nnc(SCc2ccc(Cl)c(Cl)c2)n1C (stereo unspecified)	31	-5	9	-1.8	1	-6	1	-0.5	111
O=C(OCC(=O)c1ccc(Cl)s1)c1cncc(Br)c1	nt	-2	nt	2.0	nt	-5	nt	0.0	nt
CSc1ccc(C(=O)C2CCCN(S(=O)(=O)N(C)C)C2)cc1 (stereo unspecified)	2	-14	1	4.1	10	-8	-4	4.3	99
CC(=O)c1cc(F)ccc1OCC(=O)N1CCCc2ccccc21	24	-6	-1	-0.2	-14	-7	-4	1.0	96
CCOC(=O)Cc1csc(SCC(=O)NC2CCCC(C)C2C)n1 (stereo unspecified)	28	1	18	-1.7	-2	-4	2	-0.4	133
Clc1ccccc1C1=Nn2c(nnc2-c2ccco2)SC1	-12	-8	4	-2.0	-10	-2	3	-1.4	102
Cc1ccc(C(=O)N2CCCCC2C(=O)O)o1 (stereo unspecified)	9	-11	-1	0.5	-2	-3	0	0.4	100
Cc1ccc(NC(=O)NNC(=O)COc2ccc(Cl)cc2)cc1	nt	-6	nt	-0.7	nt	-1	nt	-0.3	nt
O=C(Cc1ccccc1[N+](=O)[O-])Nc1ccccc1C(=O)N1CCOCC1	12	0	2	0.4	-20	-4	0	-0.5	97
O=C(OCc1c(Cl)cccc1Cl)c1ccccn1	16	-19	14	-1.9	-7	3	4	-1.5	103
COc1ccccc1N1CCN(C2CC(=O)N(c3ccccc3)C2=O)CC1 (stereo unspecified)	2	-2	4	-0.6	-16	-3	4	-0.3	108
O=C(NC1C2CC3CC(C2)CC1C3)c1ccc2c(c1)OCO2 (stereo unspecified)	25	-12	-10	-1.6	10	-11	-6	-0.1	95
CCCSc1nc2c(c(=O)[nH]c(=O)n2C)n1CCc1ccccc1	-2	-9	1	-1.0	-5	0	3	-0.2	99
S=C(NCCc1ccncc1)Nc1ccccc1	9	-14	-3	-0.9	1	9	-11	0.8	94

Part of the list above in order of molecular weight, rising.
canonical_smiles	NALP1 yeast inh	OXTR potentiate	MEKK2 mut-MEK5	OXTR agonist	GPR7 antag	GalR3 antag	PfM18AAP inh	V1aR counter	MEKK2wt PB1 HTS
Cc1ccc(C(=O)N2CCCCC2C(=O)O)o1 (stereo unspecified)	9	-11	-1	0.5	-2	-3	0	0.4	100
CCCSc1nc2c(c(=O)[nH]c(=O)n2C)n1CCc1ccccc1	-2	-9	1	-1.0	-5	0	3	-0.2	99
O=C(Cc1ccccc1[N+](=O)[O-])Nc1ccccc1C(=O)N1CCOCC1	12	0	2	0.4	-20	-4	0	-0.5	97

(cont.)
canonical_smiles	NALP1 yeast inh	OXTR potentiate	MEKK2 mut-MEK5	OXTR agonist	GPR7 antag	GalR3 antag	PfM18AAP inh	V1aR counter	MEKK2wt PB1 HTS
NC(=O)CC1Nc2cccc3cccc(c23)NC1=O (stereo unspecified)	4	-6	4	1.1	10	3	52*	0.4	101
O=C(NCc1ccccc1)c1ccc(C2SCC(=O)N2Cc2ccccc2)cc1 (stereo unspecified)	6	-11	1	-1.3	-5	-4	1	1.4	101
CCOc1ccc(-n2c(SCC(N)=O)nc3c(c2=O)SCC3)cc1	10	-6	5	0.5	-3	-2	-5	-0.1	109
O=S(=O)(c1cccs1)n1cnc2ccccc21	6	2	-1	0.6	-4	-2	-3	0.0	98
CSc1ncc(Cl)c(C(=O)Nc2nnc(SC/C=C/c3ccccc3)s2)n1	28	-11	-16	7.0	17	-5	9	4.6	84
O=[N+]([O-])c1cccc(P(=O)(O)c2cccc([N+](=O)[O-])c2)c1	8	-2	-20	-0.7	-13	0	0	-0.1	100
CCOC(=O)c1cccc(NC(=O)CSc2nnc(-c3cccnc3)n2C)c1	15	-10	1	-2.1	-4	-4	2	0.7	98
CC(C)Sc1ccc([N+](=O)[O-])cc1C(=O)Nc1ccncc1	0	4	-27	-1.2	-15	-1	-10	-0.4	85
CCc1c(C#N)c(SCCC(=O)Nc2cccc(OC)c2)nc2c1C(=O)CC(C)(C)C2	12	-13	0	-1.5	-8	-4	-1	0.7	98
Cc1ccc(C(=O)c2c3ccc(C(F)(F)F)cc3[n+]([O-])n2CCCC(N)=O)cc1	nt	-10	nt	-0.3	nt	-6	nt	-0.4	nt
CCN(CC)S(=O)(=O)c1ccc2[nH]c(=O)cc(C(=O)Nc3ccccc3N3CCCC3)c2c1	19	-5	-8	-0.3	-4	-2	5	1.2	93
CC1CN(S(=O)(=O)c2ccc(C(=O)O)cc2)CC(C)O1 (stereo unspecified)	4	-4	-11	1.8	-8	9	4	1.1	95
CCOC(=O)CSc1nc2sc3c(c2c(=O)[nH]1)CCCC3	24	-10	-15	-0.6	-7	-12	-2	-0.1	83
Cc1cccc(CSC2=NCCN2C(=O)c2ccc(S(=O)(=O)N(C)C)cc2)c1	-4	-15	-1	0.8	2	-2	-7	4.4	102
